Bioassay records from PubChem.
Vif-APOBEC3F blk = qHTS for Inhibitors of Vif-A3F Interactions: qHTS. 390,000 compounds, 0.2% hits. AID 602313, 2012. HeLa A3F-eYFP + Vif (tagged APOBEC3F with the HIV-1 protein that degrades it), YFP fluorescence increase. Potency, µM (doses to about 46.1 µM), for the others: at the highest dose activity, negative = active; further: potency means the concentration at half of the fitted maximal effect; % of control where 0% means no effect; nearly all actives have a fitted effect of over 65% in size
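HeLa cells stably expressing Vif plus C-terminally eYFP-tagged A3F were seeded, incubated overnight at 37 deg C, dosed with compound, incubated overnight again at 37 deg C. Yellow fluorescence (Ex 488/Em 500-530) reported blocked Vif-mediated A3F-eYFP degradation.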
LDHA block = qHTS assay for inhibitors of human lactate dehydrogenase; purified LDHA, NADH/diaphorase-resazurin fluorescence; stronger effect = lower value; activity change, % (values are at about 110 or 230 µM); 480,000 compounds, 0.15% hits; AID 1347041, 2019; in the data active means activity change below about -30%; inconclusive means mostly about -25% to -30%;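 further: plate controls were DMSO wells for no effect and wells without enzyme for full effect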
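Human LDH5 (2 nM) was incubated with 0.06 mM NADH and 0.2 mM pyruvate for 5 min at room temperature in Tris pH 7.4. Remaining NADH was coupled through diaphorase/resazurin, and resorufin fluorescence was read at 0 and 20 min.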
D1 antagonist = Antagonist of Human D 1 Dopamine Receptor: qHTS; 360,000 compounds, 3.2% hits; activity change, negative = inhibition, % at 10 µM; HEK293 TREx D1 cells, calcium flux, dopamine EC80; stronger effect = lower value; D(1A) dopamine receptor (Homo sapiens), P21728; AID 504652, 2011; in the data active means activity change below about -30%; further: on the % scale 0 is the no-effect control and ±100 the full control effect
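Using tetracycline-induced force-coupled D1 Hek293 cells and a calcium dye, signals were followed for 180 s after compound, then for 180 s after EC80 dopamine, to detect inhibitors.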
Vif-A3G inh = qHTS for Inhibitors of Vif-A3G Interactions: qHTS; HeLa A3G-eYFP + Vif (tagged APOBEC3G with the HIV-1 protein that degrades it), YFP fluorescence, overnight; Potency, µM (series often up to 46.1 µM), for inactives: top-dose activity, negative = active, most hits filed as inhibitors; 410,000 compounds, 0.076% hits; AID 602310, 2012;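 further: potency means the concentration at half of the fitted maximal effect; on the % scale 0 is the no-effect control and ±100 the full control effect; nearly all actives have a fitted effect of over 60% in size; hits raise eYFP signal because A3G escapes Vif-driven loss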
Target sequence (Q9HC16 whole entry, looked up): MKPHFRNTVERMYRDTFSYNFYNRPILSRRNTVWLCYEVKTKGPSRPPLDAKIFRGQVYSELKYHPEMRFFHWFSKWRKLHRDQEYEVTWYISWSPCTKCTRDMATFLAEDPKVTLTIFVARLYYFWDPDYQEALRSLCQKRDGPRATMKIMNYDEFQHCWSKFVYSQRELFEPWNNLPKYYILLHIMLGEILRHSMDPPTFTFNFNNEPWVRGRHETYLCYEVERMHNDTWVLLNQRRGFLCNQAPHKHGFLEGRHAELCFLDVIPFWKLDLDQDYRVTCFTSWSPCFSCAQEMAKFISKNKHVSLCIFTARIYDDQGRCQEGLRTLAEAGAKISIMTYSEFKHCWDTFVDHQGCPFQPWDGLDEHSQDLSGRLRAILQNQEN
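HeLa cells stably expressing Vif and C-terminally eYFP-tagged A3G, seeded overnight at 37 deg C, then exposed to compound by pintool overnight at 37 deg C. Rise in yellow fluorescence (Ex 488/Em 500-530, Acumen) marks blocked Vif-driven A3G degradation.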
D2 PAM = HTS Assay for Positive Allosteric Modulators of the Human D2 Dopamine Receptor: Primary Screen for Potentiators; D(2) dopamine receptor (Homo sapiens), P14416; HEK293 T-REx D2, calcium flux, EC20 dopamine potentiation; potentiation, % at 10 µM; 340,000 compounds, 0.34% hits; AID 485347, 2010;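 active means potentiation over 3 SD above the plate norm, cut at about 30% in these data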; further: 0% is about no effect
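Potentiation of an EC20 dopamine calcium response measured kinetically over 180 s, after a preceding 180 s compound-only read flagging agonists. Cells: inducible Hek293 Trex D2 line, 4000/well, cultured overnight at 30 C before dye loading.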
D1 potentiator = Potentiators of Human D1 Dopamine Receptor: qHTS | D(1A) dopamine receptor (Homo sapiens), P21728 | HEK293 TREx D1 cells, calcium flux, dopamine EC20 potentiation | potentiation, % at 10 µM | 360,000 compounds, 0.036% hits | AID 504651, 2011; in the data active means potentiation above about 30%; further: 0% is about no effect
RXFP1 agonist = qHTS Assay for Agonists of the Relaxin Receptor RXFP1. Relaxin receptor 1 (Homo sapiens), Q9HBX9. HEK293T-RXFP1 cAMP TR-FRET, 30 min; response scale: percent of porcine relaxin response, buffer zero. Potency, µM (titrated, usually from 57.5 µM), inactives show at the top dose activation, actives largely listed as activators. 370,000 compounds, 0.3% hits; further: potency means the concentration at half of the fitted maximal effect; on the % scale 0 is the no-effect control and ±100 the full control effect; nearly all actives have a fitted effect of over 60% in size; many of its hits are not listed in these tables
Target sequence (Q9HBX9 whole entry, looked up): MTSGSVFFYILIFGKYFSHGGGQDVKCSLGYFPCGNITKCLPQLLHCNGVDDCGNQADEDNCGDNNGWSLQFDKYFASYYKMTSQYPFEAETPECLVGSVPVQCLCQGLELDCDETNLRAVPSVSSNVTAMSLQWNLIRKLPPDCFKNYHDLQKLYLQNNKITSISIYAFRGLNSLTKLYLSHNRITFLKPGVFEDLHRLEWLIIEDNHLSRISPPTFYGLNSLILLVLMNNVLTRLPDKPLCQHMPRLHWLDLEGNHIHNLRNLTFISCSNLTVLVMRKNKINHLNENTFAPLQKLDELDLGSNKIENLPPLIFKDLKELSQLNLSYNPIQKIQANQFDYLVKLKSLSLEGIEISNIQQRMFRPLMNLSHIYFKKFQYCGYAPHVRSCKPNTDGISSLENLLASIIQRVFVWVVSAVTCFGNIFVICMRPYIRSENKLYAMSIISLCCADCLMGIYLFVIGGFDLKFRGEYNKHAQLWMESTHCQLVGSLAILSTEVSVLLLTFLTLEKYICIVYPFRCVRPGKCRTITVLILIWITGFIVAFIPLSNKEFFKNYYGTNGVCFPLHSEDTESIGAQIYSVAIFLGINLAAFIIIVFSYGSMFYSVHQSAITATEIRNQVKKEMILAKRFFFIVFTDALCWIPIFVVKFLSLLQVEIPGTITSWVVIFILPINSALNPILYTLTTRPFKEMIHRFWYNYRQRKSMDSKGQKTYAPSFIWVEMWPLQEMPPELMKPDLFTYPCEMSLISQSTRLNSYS
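Agonist response is measured as cAMP accumulation in an RXFP1-transfected HEK293T line under PDE4 inhibition. Values are scaled between buffer-only and 29 nM porcine relaxin, and EC50s come from standard Hill equation fits.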
D1 ag = Allosteric Agonists of the Human D1 Dopamine Receptor: qHTS; HEK293 T-REx D1 cells, calcium flux, agonist mode; 360,000 compounds, 1% hits; D(1A) dopamine receptor (Homo sapiens), P21728; activation, % at 2 µM; in the data active means activation above about 30%; further: 0% is about no effect
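Agonism was scored from calcium flux recorded over 180 s (1 read/s) after pintool compound addition, following a 10-cycle baseline. Cells were inducible force-coupled HEK293 TREx D1, plated overnight at 30 C and loaded with no-wash calcium dye.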
GRP78 ERSR act = qHTS for Inducers of the Endoplasmic Reticulum Stress Response (ERSR) in Human Glioma: qHTS; U87-MG GRP78 promoter luciferase reporter, 16 h; Potency, µM, without a hit: top-dose activation, hits mostly activators; 420,000 compounds, 0.02% hits; AID 602332, 2012; further: potency means the concentration at half of the fitted maximal effect; series mostly up to about 76 µM; % of control where 0% means no effect; nearly all actives have a fitted effect of over 35% in size
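Stably transfected U87-MG glioma cells carrying a GRP78-based luciferase sensor; 16 h compound incubation. Luminescence end-point read 10 min after Bright-Glo addition at room temperature.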
Starred values were filed as active, the others as inactive; ? = inconclusive; · = not tested or not shown; & = joins results of further samples. Unless noted, the call rests on the fitted dose curve; in most records, active means well fitted curve in the direction sought with a large enough effect; inconclusive means small, poorly fitted or top-dose-only effect, or another doubt; inactive means no such curve, though single readings can be large; an effect the other way counts as inactive or inconclusive. Only part of the results is shown; the hit share may differ from the screen's.

SMILES	Vif-APOBEC3F blk	LDHA block	D1 antagonist	Vif-A3G inh	D2 PAM	D1 potentiator	RXFP1 agonist	D1 ag	GRP78 ERSR act
Cc1ccc(C(=O)N[C@H](C(=O)NC2CCCCCCC2)C(C)C)cc1	-2.5%	1.2	-17.0	-0.4%	-0.6	-0.8	-2.3%	2.9	1.0%
CC(=O)Nc1c2c(nn1-c1ccccc1C)CS(=O)C2 (centres undefined)	-0.5%	-18.8	-3.2	4.6%	3.6	0.2	2.8%	2.0	-0.8%
COCCNC(=O)c1cc(-c2ccc(-c3ccccc3)cc2)nc2ccccc12	1.7%	1.8	-0.5	3.3%	0.2	1.4	1.7%	0.3	3.3%
Cc1oc(C(C)(C)C)cc1C(N)=O	6.0%	-2.1	-9.1	1.3%	4.3	-1.8	0.3%	7.2	-2.5%
Cc1c(C=N)c(O)n(C)c(=O)c1C#N	7.2%	8.0	-6.7	-0.9%	1.7	-1.2	-1.6%	1.1	-4.1%
O=C(O)C1CCCCC1C(=O)Nc1ccc(S(=O)(=O)N2CCCCCC2)cc1 (centres undefined)	-10.7%	-14.7	-0.7	1.0%	-3.9	-5.5	0.2%	2.6	5.9%
CN(c1nnc(NC(=O)Nc2ccc(Br)cc2)s1)C1CCCCC1	6.5%	-8.4	5.1	1.8%	0.3	-0.7	-2.5%	3.1	1.8%
CNC(=O)NC(=O)CSc1ccc(NC(C)=O)cc1	0.9%	-0.2	-24.9	-4.3%	-1.2	-6.9	0.9%	2.7	-1.2%
O=C(c1ccc(Cn2cc(Cl)c([N+](=O)[O-])n2)cc1)N1CCN(Cc2ccccc2)CC1	-7.6%	-1.0	-0.4	-2.2%	-7.6	-4.2	-1.2%	7.6	-1.6%
CCOc1ccc(Nc2nc(C)c(NC(=O)c3cccc(OC)c3)c(Nc3ccc(OCC)cc3)n2)cc1	-4.0%	-6.8	-1.8	-8.4%	3.1	1.4	0.1%	3.0	0.6%
Cc1[nH]c2ccc(C(=O)N3CCC(C(N)=O)CC3)cc2c1C	6.9%	-7.9&-7.8	·	8.4%	·	·	·	·	1.0%
CCOC(=O)CSc1nc2sc3c(c2c(=O)n1-c1ccc(OC)cc1)CC(C(C)C)OC3 (centres undefined)	-4.3%	-6.2	-3.2	2.3%	·	-0.7	2.8%	0.9	-1.9%
C=C(C)CSc1[nH]c(=O)cc(C)c1C#N	-0.5%	-12.1	2.7	-5.6%	4.6	-2.3	1.0%	2.9	-2.7%
COc1cc(C(C(=O)NC2CCCCC2)N(C(=O)Cc2c[nH]c3ccccc23)c2ccc(C)cc2)cc(OC)c1OC (centres undefined)	0.6%	1.4	17.4	-10.6%	8.8	-6.5	0.8%	1.5	-4.8%
COC(=O)C1CCN(C2=C(NS(=O)(=O)c3ccc(Cl)cc3)C(=O)c3ccccc3C2=O)CC1	1.9%	4.8	-13.2	0.2%	-3.4	-7.0	-0.5%	2.3	-3.9%
Cc1ccc(OCC(=O)Oc2cccc(C)c2)cc1	-29.1%	-2.0	·	-2.6%	·	·	·	·	-1.8%
COc1ccc(CCNC(=O)C(=O)NCCC2CCCCN2S(=O)(=O)c2cccs2)cc1 (centres undefined)	1.0%	-9.7	-6.6	5.0%	3.6	-5.8	2.1%	2.5	-2.4%
Cc1ccc(C(=O)C(C)OC(=O)Cn2[nH]c(=O)c3ccccc3c2=O)cc1C (centres undefined)	-23.1%	-3.7	-2.8	-9.0%	-8.3	-2.5	3.6%	5.4	-4.8%
CC(=O)c1cccc(NC(c2ccc(F)cc2)c2nnc(-c3ccccc3)o2)c1 (centres undefined)	5.2%	-1.0	-12.2	-2.0%	9.1	-7.7	-1.4%	0.9	-2.1%
COc1ccc(OC)c(CN2CCN(C(=O)c3cc(S(=O)(=O)Nc4ccccc4OC)ccc3C)CC2)c1	5.3%	4.9	0.4	-0.4%	8.1	-4.3	1.0%	-0.1	-1.4%
O=C(CCc1nc(-c2ccccc2)no1)NC1CCCCCC1	-1.4%	-4.0	-7.6	7.4%	-1.2	0.4	1.6%	1.4	0.3%
Cc1ccc(S(=O)(=O)Nc2nc(C)c(C(=O)Nc3ccccc3)s2)cc1	-2.3%	-5.2	-18.2	-1.6%	3.4	-2.0	0.7%	1.5	-1.7%
Cc1ccc(C2NC(=O)NC3=C2CCc2ccccc23)cc1 (centres undefined)	-1.6%	8.0	-60.2*	-5.3%	5.8	-2.2	2.5%	-0.1	0.9%
C=C(C)CNC(=S)N/N=C/C1=CCC2CC1C2(C)C (centres undefined)	-0.2%	1.1	7.0	-2.8%	4.8	-5.0	2.1%	2.7	-2.7%
Cc1ccc(SC(=O)c2c(C)noc2-c2cc(C)on2)cc1	?	0.1	-17.3	-16.0%	1.3	-7.5	6.6%	1.9	-12.4%
COc1ccc(CN(C)CC(=O)c2c(N)n(Cc3ccccc3)c(=O)n(C)c2=O)c(OC)c1	-9.3%	-8.8	-3.9	-0.3%	-8.4	-6.1	0.4%	-1.9	-2.5%
Cc1cc(OCC(=O)NCc2cccnc2)ccc1[N+](=O)[O-]	-4.1%	-12.0	7.8	-3.7%	5.4	-2.6	-0.8%	0.7	-3.5%
CCOC(=O)C1/C(=N\O)CC(C)(O)C(C(=O)OCC)C1c1ccc(N(C)C)cc1 (centres undefined)	-1.1%	8.2	6.3	-0.9%	-2.4	-1.8	1.9%	0.9	1.1%
N#Cc1cccc(CN2CCCN(Cc3ccc(F)cc3)S2(=O)=O)c1	-3.1%	-5.3	-14.2	-0.1%	-11.8	-7.6	1.9%	9.5	-3.6%
O=C(Cn1c(=O)oc2ccccc21)N1CCCCC1	-0.6%	-4.6	-3.4	-0.2%	3.8	-7.0	0.1%	5.2	-5.3%
O=C(NCCc1nc2ccccc2n1Cc1ccc(Cl)cc1Cl)c1ccco1	·	-2.9	19.1	·	-7.0	4.2	0.0%	1.2	·
O=C(Cc1ccccc1Cl)Nc1cccc(S(=O)(=O)N2CCOCC2)c1	-7.1%	1.0	-12.9	1.3%	3.8	-2.1	0.4%	3.6	-0.8%
CC(=O)c1cccc(NC(=S)NC(=O)c2ccc(C)cc2Cl)c1	-5.4%	-11.4	-19.1	-0.7%	1.0	-0.5	1.3%	6.5	0.0%
CC1CCCN(S(=O)(=O)c2cc(C(=O)NCCc3ccc(S(N)(=O)=O)cc3)ccc2Cl)C1 (centres undefined)	3.8%	-8.7	·	-1.7%	·	·	·	·	-4.4%
CCN(CC)Cc1c(O)c(Cl)cc2c(C)cc(=O)oc12	-13.9%	4.9	-20.0	-0.1%	-2.5	-5.8	?	2.3	-4.7%
COc1ccc(C(=O)NCc2cccnc2)cc1OC	0.3%	-1.7	13.5	0.5%	1.8	-0.1	-1.0%	-0.7	-2.2%
COC(=O)c1ccccc1NC(=O)c1ccc(COc2ccc(C)c(C)c2)o1	-0.8%	0.6	3.5	-0.1%	4.8	1.1	1.2%	12.9	5.5%
COc1ccc(NCc2nnc(SCC(=O)Nc3ccccc3)n2C)cc1	7.0%	6.2	5.2	-3.9%	·	-4.2	-0.9%	-0.8	5.9%
Cc1ccccc1-c1nc(CS(=O)(=O)CC(=O)Nc2cccc(C(F)(F)F)c2)c(C)o1	?	-1.8	-10.7	-16.1%	-5.8	-4.0	1.0%	5.0	9.0%
CCCCN1C2CCCC1CC(NC(=O)c1ccc(OC)c(OC)c1)C2 (centres undefined)	-8.6%	4.5	1.6	-0.3%	-5.9	0.9	3.3%	3.0	-2.6%

Compound profiles (already shown). Values in the order: Vif-APOBEC3F blk, LDHA block, D1 antagonist, Vif-A3G inh, D2 PAM, D1 potentiator, RXFP1 agonist, D1 ag, GRP78 ERSR act
Results for `CCOC(=O)C1/C(=N\O)CC(C)(O)C(C(=O)OCC)C1c1ccc(N(C)C)cc1` (centres undefined) → -1.1%, 8.2, 6.3, -0.9%, -2.4, -1.8, 1.9%, 0.9, 1.1%
Results for `Cc1ccc(C2NC(=O)NC3=C2CCc2ccccc23)cc1` (centres undefined) → -1.6%, 8.0, -60.2*, -5.3%, 5.8, -2.2, 2.5%, -0.1, 0.9%
Results for `COc1ccc(CN(C)CC(=O)c2c(N)n(Cc3ccccc3)c(=O)n(C)c2=O)c(OC)c1` → -9.3%, -8.8, -3.9, -0.3%, -8.4, -6.1, 0.4%, -1.9, -2.5%
Results for `O=C(NCCc1nc2ccccc2n1Cc1ccc(Cl)cc1Cl)c1ccco1` → ·, -2.9, 19.1, ·, -7.0, 4.2, 0.0%, 1.2, ·
Results for `Cc1cc(OCC(=O)NCc2cccnc2)ccc1[N+](=O)[O-]` → -4.1%, -12.0, 7.8, -3.7%, 5.4, -2.6, -0.8%, 0.7, -3.5%

The list goes on:
SMILES	Vif-APOBEC3F blk	LDHA block	D1 antagonist	Vif-A3G inh	D2 PAM	D1 potentiator	RXFP1 agonist	D1 ag	GRP78 ERSR act
COc1cccc(C(=O)NCCSc2c(C)[nH]c3ccccc23)c1OC	0.9%	-9.5	-37.9*	0.2%	-0.4	-13.1	2.1%	16.4	-5.8%
NC(=O)c1c(C(F)(F)F)cc(-c2ccccc2)nc1NCCO	-1.1%	-3.2	9.9	1.4%	5.5	10.1	1.0%	6.1	-1.7%
Cc1cc(-c2nnc(SCC(=O)Nc3ccc(C(F)(F)F)cc3)n2C)no1	-14.2%	-5.7	6.7	0.4%	6.6	-1.9	-0.7%	1.6	-5.7%
CCC1CN(C(=O)Nc2ccc(C)c(F)c2)c2ccccc2S1 (centres undefined)	2.0%	-4.8	10.9	-5.2%	4.7	2.6	-1.8%	-0.9	-0.2%
COc1ccc(/C=N/Nc2nc(-c3ccc(C)cc3)c(NC(C)=O)s2)cc1OC	12.8%	-7.4	-4.2	-0.2%	5.1	-8.7	-0.9%	0.6	-3.9%
